p97 inhibitor – blocks human p97 ATPase activity; P55072; recombinant p97 ATPase, Kinase-Glo ATP luminescence, 3 h; inhibition, % at 8 µM; 0.42% of 220,000 active; AID 1481; in the data active = inhibition above about 15%;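 also: 0% = DMSO vehicle and 100% = wells lacking enzyme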
BaF3 tox – counter-screen for JAK2V617F inhibitors: parental Ba/F3 viability inhibitors | inhibition, % at 5.6 µM | AID 1486 | CellTiter-Glo ATP luminescence | 1.1% of 220,000 active;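 active = inhibition above a per-campaign cutoff, the mean inhibition of all tested compounds plus 3 SD, cut at about 27% in these data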;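 also: 0% = DMSO wells and 100% = JAK Inhibitor I control wells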
RBBP9 inhibitor – human RBBP9 hydrolase inhibition; O75884; recombinant RBBP9, FP-Rh probe fluorescence polarization; inhibition, % at 7.94 µM; 0.2% of 220,000 active;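 active = inhibition above the campaign mean of all tested compounds plus 3 SD, cut at about 14% in these data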;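 also: plate controls were DMSO wells with RBBP9 for no effect and wells lacking RBBP9 protein for full effect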
Target sequence (O75884 whole entry, looked up): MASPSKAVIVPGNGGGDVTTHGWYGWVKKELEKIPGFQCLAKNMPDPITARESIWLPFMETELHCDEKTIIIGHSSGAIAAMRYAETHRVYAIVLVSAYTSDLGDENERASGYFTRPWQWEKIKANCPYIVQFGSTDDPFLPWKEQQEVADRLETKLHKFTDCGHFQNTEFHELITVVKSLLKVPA
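System: RBBP9 protein | Quantity: 2.5 µM RBBP9 dispensing solution, before mixing | Reagent: FP-Rh probe, 375 nM dispensing solution | Timing: Enzyme-compound preincubation 30 min, then probe labeling 45 min, 25 °C | Measured by: Fluorescence polarization | Read-out: % inhibition | Replication: One well per compound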
p47phox inh – p47phox (human) inhibition | P14598 | p47phox/p22phox peptide binding, fluorescence polarization, 2 h | inhibition, % at 24.7 µM | 0.53% of 220,000 active;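 active = inhibition above about 30%, limit read from the data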;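 also: 0% = p47phox with labelled peptide and 100% = labelled peptide alone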
Ba/F3 V617F tox – lowers viability of Ba/F3 cells expressing EpoR and JAK2V617F. ATP luminescence. inhibition, % at 5.6 µM. 1.1% of 220,000 active;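 active = inhibition above the campaign mean plus 3 SD over all tested compounds, cut at about 24% in these data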;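 also: cytokine-independent growth of Ba/F3 cells driven by EpoR plus mutant JAK2; 0% = DMSO-treated cells and 100% = JAK inhibitor I control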
PGE2 EP2 inh – inhibitors of human EP2 prostaglandin E2 receptor | 0.52% of 260,000 active | inhibition, % at 25 µM | P43116 | C6 glioma cells expressing human EP2, cAMP TR-FRET; cells stimulated with saturating PGE2;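 active = percent inhibition above 40 after rounding to a whole number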;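 also: rat C6 glioma host cells with rolipram phosphodiesterase inhibitor present; the protocol text gives 20 µM as final concentration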
Furin inh – blocks human furin protease activity | P09958 | purified furin, fluorogenic substrate cleavage | inhibition, % at 30 µM | 0.061% of 220,000 active | AID 463115; in the data active = inhibition above about 25%; also: inactives centre near -15
Target sequence (P09958 108-714 limits assumed): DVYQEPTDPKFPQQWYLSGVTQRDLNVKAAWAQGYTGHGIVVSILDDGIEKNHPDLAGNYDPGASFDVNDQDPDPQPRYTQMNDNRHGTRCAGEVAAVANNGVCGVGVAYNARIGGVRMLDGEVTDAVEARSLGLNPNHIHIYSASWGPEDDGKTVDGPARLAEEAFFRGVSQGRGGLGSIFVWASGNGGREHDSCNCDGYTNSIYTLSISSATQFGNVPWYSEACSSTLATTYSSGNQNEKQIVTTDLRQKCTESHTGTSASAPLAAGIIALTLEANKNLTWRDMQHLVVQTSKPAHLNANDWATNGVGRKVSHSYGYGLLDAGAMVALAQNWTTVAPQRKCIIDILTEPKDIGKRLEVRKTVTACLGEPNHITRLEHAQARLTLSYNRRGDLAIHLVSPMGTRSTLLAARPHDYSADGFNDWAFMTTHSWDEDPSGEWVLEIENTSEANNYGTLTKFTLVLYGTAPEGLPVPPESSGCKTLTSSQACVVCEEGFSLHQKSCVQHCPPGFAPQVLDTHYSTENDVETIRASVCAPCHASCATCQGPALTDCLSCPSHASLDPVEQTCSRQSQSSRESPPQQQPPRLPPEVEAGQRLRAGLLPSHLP
PPC-1+TRAIL kill – compounds killing PPC-1 cancer cells with TRAIL present (potentiator screen, no TRAIL-free arm). PPC-1 cells + TRAIL, ATPLite viability luminescence. cell killing (% activity), % at 4 µM. 0.41% of 220,000 active;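 active = cell killing above 50% in the first pass at 4 µM, then a duplicate retest at 5 µM averaging 50% or more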;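 also: plate controls were cells with TRAIL plus DMSO for no effect and medium-only wells lacking cells for full effect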
TbHK1 inh – T. brucei hexokinase 1 inhibition. 0.11% of 220,000 active. inhibition, % at 10 µM. AID 1430. recombinant TbHK1, G6PDH-coupled NADH A340;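 active = inhibition of 50% or more in the single-dose primary screen; inactive = inhibition below 50%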
Active calls of the source: *; nt = no result given; & = joins results of further samples; [ ] = another dose, or the depositor's remark. An excerpt, so the mix of outcomes need not match the whole.

SMILES | p97 inhibitor | BaF3 tox | RBBP9 inhibitor | p47phox inh | Ba/F3 V617F tox | PGE2 EP2 inh | Furin inh | PPC-1+TRAIL kill | TbHK1 inh
CC1(C)CC(CCNC(=O)CCl)(c2ccccc2)CCO1 (stereo unspecified) | 1 | 2 | -8 | -8 | -3 | 7 | -19 | 5 | -4
CC(C)(C)C(=O)Cn1ncc(NC2CC2)c(Br)c1=O | 3 | 1 | 2 | -5 | -3 | 6 | -32[20 µM] | 26 | -9
CC(C)(C)NC(=O)COc1ccc(CNCc2cccnc2)cc1 | -1 | 2 | 0 | 3 | -1 | 9 | -17 | 27 | 2
CCn1c(SCc2nc(CC(=O)Nc3ccccc3OC)no2)nnc1-c1cccs1 | 3 | 6 | -2 | -3 | 1 | 5 | -17 | -22 | 4
COCCNC(=O)CN(Cc1cccs1)C(=O)CCC(=O)Nc1nccs1 | 5 | 2 | -6 | 2 | -2 | 8&14 | -41 | 10 | -2
Cc1cccc(NC(NC(=O)c2ccccn2)C(Cl)(Cl)Cl)c1 (stereo unspecified) | 5 | 1 | 5 | -16 | -4 | 5 | -29 | 14 | 4
O=C(Nc1cnc2sc3c(n2c1=O)CCCC3)c1ccc(F)cc1 | -6 | 4 | -7 | -5 | 6 | 18 | 13 | -5 | -22
Cc1ccccc1CN1CCN(Cc2ccccc2C(F)(F)F)CC1 | 2 | 2 | -4 | -27 | -1 | 12 | -12[20 µM] | 6 | 4
CCCCn1c(SCC(N)=O)nc2c(sc3ccccc32)c1=O | 3 | 4 | 0 | 4 | 0 | 5 | -19[20 µM] | 19 | -13
CCN(CC)S(=O)(=O)c1cccc2cc(C(=O)O)c(O)cc12 | 4 | 9 | 9 | -10 | -3 | 10 | -20 | 19 | -6
CCOC(=O)Cc1csc(NC(=O)COc2ccc(N(C)S(=O)(=O)c3cccs3)cc2)n1 | 3 | 5 | 0 | -18 | -2 | -2 | -7 | 3 | 3
CCC(C)NC(=O)c1c(N)n(/N=C/c2ccccn2)c2nc3ccccc3nc12 (stereo unspecified) | 5 | 2 | -7 | -41 | -3 | 11 | -16 | -8 | -14
Cc1ccc(-n2c(C)cc(C(=O)CN3CCOCC3)c2C)cc1 | 0 | 5 | 0 | -19 | 1 | 8 | -30 | 9 | -1
CC1=C(C(=O)Nc2ccc(Cl)cc2)C2(CCCCC2)C(C(N)=O)C(=S)N1 (stereo unspecified) | 5 | 2 | 6 | -10 | -2 | 7 | -16 | 15 | -19
COc1ccc(C2c3c(oc4ccccc4c3=O)C(=O)N2c2ccccn2)cc1 (stereo unspecified) | 0 | 3 | -8 | 1 | -3 | 3 | -29 | -17 | 4
CC(C)Nc1nc(NC(C)C)nc(C(N)=O)n1 | 3 | -1 | 5 | 0 | 1 | 6&9 | -8 | 16 | -3
CCN(CC)c1ccc(NC(=O)c2ccc(Br)o2)c(C)c1 | 1 | 1 | -8 | -9 | 2 | 6 | -25[20 µM] | -19 | -2
CC1CCN(S(=O)(=O)c2cccc(C(=O)N(Cc3ccccc3)c3ccccn3)c2)CC1 | -5 | 2 | 1 | 2 | 2 | 0 | -18 | 14 | -2
CCOc1ccccc1NC(=O)C(NCC1CCCCC1)c1ccccc1 (stereo unspecified) | -5 | 3 | -2 | 1 | 0 | 9 | -17 | 26 | 6
O=C(Cc1c(F)cccc1Cl)Nc1ccncc1 | 1 | 4 | -5 | -1 | -1 | 6 | -19[20 µM] | 4 | 2
CSc1cccc(NC(=O)Nc2ccc(Cl)cc2)c1 | -1 | 3 | -8 | -8 | 1 | 13 | 4[20 µM] | 33 | 0
COc1ccc(O[C@H]2C=C[C@@H](c3ccccc3)O[C@@H]2CO/N=C(\C)CCC(=O)OC[C@H]2O[C@H](c3ccccc3)C=C[C@@H]2Oc2ccc(OC)cc2)cc1 | 4 | 1 | -4 | -7 | -3 | nt | -14 | 9 | 1
CCc1ccc(OCC(=O)N/N=C2\CC(=O)c3ccccc32)cc1 | 7 | 5 | 4 | -20 | -2 | 6 | -10[20 µM] | -15 | 1
COc1ccc(C(=O)Nc2ccc(S(=O)(=O)N3CCCCC3C)cc2)c(OC)c1OC (stereo unspecified) | -8 | 6 | 0 | -2 | 4 | 11 | -14 | 5 | -7
Cc1ccnc2nc(C(=O)Nc3ccc(S(=O)(=O)N4CCCC4)cc3)nn12 | -5 | -2 | 1 | -5 | 5 | 6 | -11 | -7 | -4
c1ccc(-n2cnc3cc(NCc4ccccn4)ccc32)cc1 | 4 | 5 | -3 | 6 | -3 | 6 | -8[20 µM] | 1 | -3
CCOc1cc(NC(=S)N2CCC(C(N)=O)CC2)c(C(=O)OC)cc1OCC | -1 | 5 | -8 | -6 | -1 | 5 | -20 | 11 | -1
O=C(CC1SCCNC1=O)Nc1cccc(C(F)(F)F)c1 (stereo unspecified) | 4 | 5 | -1 | -7 | 3 | 6 | -40 | 2 | 1
O=C(c1cn(-c2ccccc2)nc1-c1ccccc1)N1CCN(c2ccccn2)CC1 | 0 | 7 | -2 | -22 | 0 | 9 | -15 | 12 | 1
OCC1(CCOc2ccccc2)CCN(Cc2cn[nH]c2-c2ccccc2)CC1 | 4 | 9 | 4 | -5 | -3 | 1 | -24 | 0 | 5
Cc1ccc(N2C(=O)C3C4C=CC(CNC(=S)Nc5ccc(Cl)cc5)(O4)C3C2=O)cc1 (stereo unspecified) | 1 | 1 | 4 | -25 | -5 | 7 | -15 | 15 | 41
CSc1nc2cc(C)nn2c(-c2ccccc2Cl)c1C#N | 2 | -1 | -8 | 3 | -3 | 13 | -24 | -12 | -8
CC(=O)Nc1nc(COc2ccc3ccccc3c2)cs1 | -2 | 2 | -7 | 3 | -1 | 8 | -3[20 µM] | 22 | 7
COc1ccc(N(CC(=O)Nc2ccc(C)cn2)S(=O)(=O)c2c(C)noc2C)cc1 | 1 | 0 | -1 | -12 | -3 | 6 | -10 | -4 | 1
O=C(NCc1cccc(F)c1)c1ccc(N2C(=O)Cn3c(cc4sccc43)C2=O)cc1 | 5 | 7 | -11 | -46 | 1 | 7 | -4 | -1 | 18
O=C(O)c1ccc(CSc2ccccn2)cc1 | -2 | 6 | -3 | 5 | 0 | 8 | -15 | -5 | 1

A stretch from further up:
SMILES | p97 inhibitor | BaF3 tox | RBBP9 inhibitor | p47phox inh | Ba/F3 V617F tox | PGE2 EP2 inh | Furin inh | PPC-1+TRAIL kill | TbHK1 inh
CC(=O)Nc1nc(COc2ccc3ccccc3c2)cs1 | -2 | 2 | -7 | 3 | -1 | 8 | -3[20 µM] | 22 | 7
COc1ccc(N(CC(=O)Nc2ccc(C)cn2)S(=O)(=O)c2c(C)noc2C)cc1 | 1 | 0 | -1 | -12 | -3 | 6 | -10 | -4 | 1
O=C(NCc1cccc(F)c1)c1ccc(N2C(=O)Cn3c(cc4sccc43)C2=O)cc1 | 5 | 7 | -11 | -46 | 1 | 7 | -4 | -1 | 18
O=C(O)c1ccc(CSc2ccccn2)cc1 | -2 | 6 | -3 | 5 | 0 | 8 | -15 | -5 | 1

Next part:
SMILES | p97 inhibitor | BaF3 tox | RBBP9 inhibitor | p47phox inh | Ba/F3 V617F tox | PGE2 EP2 inh | Furin inh | PPC-1+TRAIL kill | TbHK1 inh
C/C(CC(=O)Nc1cccc2c1CCCC2)=N\NC(=O)c1ccccc1N | 2 | 3 | 1 | -10 | 0 | 3 | -15[20 µM] | 2 | -3
Cn1c(SCC(=O)N2CCCCC2)nc2c([nH]c3ccccc32)c1=O | 4 | -3 | 0 | -1 | -1 | 13 | 1 | 9 | -19
CN(C)c1ccc(CC2C(=O)Nc3ccccc32)cc1 (stereo unspecified) | 5 | 0 | 3 | -7 | 2 | 13 | -29 | 0 | -7
Cc1cccc(-c2cc3nc4c(c(N5CCOCC5)n3n2)CCCC4)c1 | -1 | 4 | 1 | -28 | 0 | 7 | -21[20 µM] | 17 | -12
O=C1c2ccccc2-c2cccc(C(=O)N3CCN(C(=O)c4ccccc4)CC3)c21 | 0 | 4 | -3 | -16 | 3 | 12 | -19 | 0 | -12
Cc1cc(C)nc(-n2ncc3c2CCCC3=O)n1 | 2 | 3 | -11 | -12 | -1 | 5 | -10 | 9 | -3
O=C1O/C(=C/c2ccccc2)N=C1c1ccccc1 | 5 | 8 | -2 | -5 | 0 | 9 | -22 | 16 | 5
CC1=NN(C(=O)c2cccc(Cn3nc(C)c([N+](=O)[O-])c3C)c2)C(O)(C(F)(F)F)C1 (stereo unspecified) | 0 | 1 | 5 | -9 | -2 | 4 | -17[20 µM] | 21 | -5
O=C1NN(c2ccccc2)C(=O)/C1=C/c1cccs1 | 8 | 1 | -5 | -9 | -1 | 6 | -2 | 9 | -22
Cc1nc(C)c(NC(=O)N2CCc3ccccc32)cc1NC(=O)N1CCc2ccccc21 | 0 | 3 | -8 | -15 | 2 | 9 | -8 | 12 | 42
COc1c2c(nc3occc13)C(CC=C(C)C)(OC)C(OC(C)=O)CC2 (stereo unspecified) | -2 | 0 | -3 | -8 | -3 | 5 | -14[20 µM] | 28 | 4
Clc1cccc(Cl)c1Cn1ccc(C2CC2)n1 | 1 | 0 | 5 | 2 | -2 | 1 | -21 | 20 | -5
COc1ccc2c(c1)c(C(O)CN1CCN(Cc3ccc4c(c3)OCO4)CC1)c(C)n2C (stereo unspecified) | 7 | 2 | -7 | 1 | -7 | 21 | -21 | 19 | -3
CCOC(=O)N1CCN(C(=O)c2ccc(Cl)c(S(=O)(=O)N3CCOCC3)c2)CC1 | 4 | -1 | 2 | -1 | -3 | 11&18 | -28 | 18 | -1
O=C(O)CSc1ncnc2c1oc1ccccc12 | 4 | 2 | 3 | 6 | 1 | -1 | -26[20 µM] | 3 | 7

Limited to PPC-1+TRAIL kill, Furin inh and p47phox inh, for some of the entries so far:
| compound | PPC-1+TRAIL kill | Furin inh | p47phox inh |
| --- | --- | --- | --- |
| Cc1cccc(-c2cc3nc4c(c(N5CCOCC5)n3n2)CCCC4)c1 | 17 | -21[20 µM] | -28 |
| Cc1nc(C)c(NC(=O)N2CCc3ccccc32)cc1NC(=O)N1CCc2ccccc21 | 12 | -8 | -15 |
| O=C1O/C(=C/c2ccccc2)N=C1c1ccccc1 | 16 | -22 | -5 |
| CCOC(=O)N1CCN(C(=O)c2ccc(Cl)c(S(=O)(=O)N3CCOCC3)c2)CC1 | 18 | -28 | -1 |

Screening results: PubChem BioAssay, several laboratories
